# Nrf2 block: blocks Nrf2 signaling; Potency, µM (highest dose often 46 µM), for the others: top-dose activity change, negative = inhibition, actives largely listed as inhibitors; AID 504444; 360,000 tested, 2.1% active; A549 ARE-Fluc reporter, luciferase luminescence, 18-24 h; note: potency is the fitted concentration of half-maximal effect; % is set by controls: 0 for no effect and ±100 for the full control effect; nearly all actives have a fitted effect of over 60% in size
#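 A549 ARE_Fluc cells, 5000/well, 5% FBS OPTI-MEM; compounds in dose-response, 18-24 h at 37 °C/5% CO2; CellTiter-Fluor viability read (Ex 405/Em 525), then BugLite luciferase luminescence = Nrf2 activity.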
# S2 tox: reduces viability in counter-screen for ATXN expression inhibitors. S2 cells (HEK-293 line with an ATXN2-luciferase reporter) viability, CellTiter-Fluor protease fluorescence, 24 h. Potency, µM (series often up to 56.7 µM), usual class: cytotoxic. 400,000 tested, 0.49% active. AID 651635; note: potency is the fitted concentration of half-maximal effect; nearly all actives have a fitted effect of over 40% in size
# TGFb SMAD3 inh: TGF-b pathway inhibition. HepG2 CAGA-GFP TGF-b/SMAD3 reporter, GFP fluorescence, 18 h; TGF-beta stimulated, 500 pg/mL final. Potency, µM (doses to about 46.1 µM), inactives show at the highest dose activity, negative = inhibition, actives largely listed as inhibitors. 410,000 tested, 1.2% active. AID 588855; note: potency is the fitted concentration of half-maximal effect; % is set by controls: 0 for no effect and ±100 for the full control effect; nearly all actives have a fitted effect of over 65% in size
#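 Per well, imaged GFP fluorescence of HEPG2 CAGA-GFP cells gives the signal; cells get compound, then TGF-beta (500 pg/mL final), 18 h at 37 degrees C; %Activity versus -TGF-beta and +DMSO controls.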
# Mm-Cpn inhibitor: inhibitors of Methanococcus maripaludis chaperonin (MmCpn); AID 504842; purified Mm-Cpn ATPase, ADP Transcreener TR-FRET; 330,000 tested, 0.031% active; Potency, µM (top dose mostly 76.9 µM), for the others: at the top dose activity, negative = inhibition, actives largely listed as inhibitors; note: potency is the fitted concentration of half-maximal effect; % is set by controls: 0 for no effect and ±100 for the full control effect; nearly all actives have a fitted effect of over 80% in size
#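 Purified archaeal chaperonin (25 nM final) was preincubated with compound for 10 min at 37°C, then ATP (10 uM final) was added for 30 min at 37°C in Tris pH 7.4/KCl/MgCl2/DTT buffer. ADP was quantified by HTRF Transcreener TR-FRET.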
# Akt phos inh: Akt phosphorylation inhibition; Neuro2A IGF-stimulated pAkt S473 HTRF, 20 min; active compounds read low; activity change, % for hits at 50 µM; 360,000 tested, 0.32% active; in the data active = activity change below about -80%; inconclusive = mostly about -51% to -80%; note: % is set by controls: 0 for no effect and ±100 for the full control effect
#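 Neuro2A cells in DMEM with 0.5% FBS, overnight at 37 deg C, given compound at single 50 µM final, then IGF (6 nM final) for 20 min at 37 deg C. Lysed; phospho-Akt Ser473 by HTRF after 24 h, 665/615 ratio.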
# A549 tox: kills or reduces viability of A549 cells in Nrf2 counter-screen; 390,000 tested, 0.16% active; AID 504648; A549 ARE-Fluc cells, CellTiter-Fluor viability, 18-24 h; Potency, µM (top dose mostly 46 µM), for the others: at the top dose activity change, negative = cytotoxicity, hits mostly inhibitors; note: potency is the fitted concentration of half-maximal effect; % is set by controls: 0 for no effect and ±100 for the full control effect
#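 Cytotoxicity counterscreen: CellTiter-Fluor fluorescence was measured in A549 ARE_Fluc cells after 18-24 h of compound exposure in a concentration series. The subsequent BugLite luminescent read reports ARE-luciferase activity.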
# Nrf2 activator: activators of Nrf2 (ARE) signaling; AREc32 ARE-luciferase reporter (MCF7-derived line), luminescence, 24 h; Potency, µM (highest dose often 46.1 µM), for inactives: top-dose activation, hits mostly activators; 410,000 tested, 0.31% active; AID 624171; note: potency is the fitted concentration of half-maximal effect; % of control where 0% means no effect; nearly all actives have a fitted effect of over 65% in size
#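 Each well held 1000 AREc32 cells, which were incubated with compound for 24 hr at 37 deg C after overnight attachment, and ARE reporter activity was quantified by firefly luciferase luminescence.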
# CCT chaperon mod: changes cytosolic chaperonin activity; purified chaperonin ATPase assay, HTRF ADP detection, 30 min; activity change, % (concentration not given with the values), hits read low; 360,000 tested, 0.3% active; AID 651819; in the data active = activity change below about -30%; note: % is set by controls: 0 for no effect and ±100 for the full control effect
#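 We incubate TRiC, 40 or 20 nM final, with library compounds at 76 uM and 10 uM ATP for 30 min at 37 °C. ADP formed is detected with Transcreener HTRF reagents after 30 min at room temperature.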
# HepG2 tox: HepG2 cytotoxicity, counter-screen for TGF-b inhibitors; HepG2 CAGA-GFP viability, ATP luminescence, 18 h; Potency, µM (doses to about 46.1 µM), inactives show at the highest dose activity change, negative = cytotoxicity, actives largely listed as cytotoxic; 410,000 tested, 0.76% active; AID 588856; note: potency is the fitted concentration of half-maximal effect; some results filed as inactive show a strong effect at the top dose
#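 HepG2 CAGA-GFP cells (1000/well, DMEM with 1% FBS) received compound, then TGF-beta at 500 pg/mL final, and were incubated 18 hours at 37 degrees C. Viability was read by CellTiter-Glo luminescence. Media-only wells were set as complete cell-killing and DMSO as no toxicity.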
# * marks the source's active call; other numbers are inactive results; i = inactive; ? = inconclusive; · = no result given; & = joins results of further samples. Unless noted, calls come from the whole dose curve; as a rule, active = well fitted curve in the direction sought with a large enough effect; inconclusive = small, poorly fitted or top-dose-only effect, or another doubt; inactive = no such curve, though single readings can be large; an effect the other way counts as inactive or inconclusive.
SMILES,Nrf2 block,S2 tox,TGFb SMAD3 inh,Mm-Cpn inhibitor,Akt phos inh,A549 tox,Nrf2 activator,CCT chaperon mod,HepG2 tox
C/C(N)=C(/C#N)C(=O)CN1C(=O)NC(Cc2c[nH]c3ccccc23)C1=O (stereo unspecified),-12.9%,i,-6.9%,-2.4%,i,-7.2%,-0.3%,-1.0,-1.0%
COC(=O)C1(C)NC(c2ccc(O)cc2)C2C(=O)N(c3ccc(F)cc3)C(=O)C21 (stereo unspecified),0.9%,i,-15.1%,-0.3%,i,0.3%,0.1%,-0.3,-7.2%
O=C(C1CCN(CC2CC=CCC2)CC1)N(CCc1ccccc1)Cc1ccccc1 (stereo unspecified),12.1%,?,2.0%,-0.1%,i,-2.2%,-0.8%,-1.8,10.5%
CCN(C(=O)COC(=O)COc1ccc(Cl)c(C)c1)C1CCS(=O)(=O)C1 (stereo unspecified),-10.9%,i,-14.1%,-2.9%,i,-0.9%,-0.2%,-1.2,-29.1%
O=C(NCCCn1ccnc1)c1cn(-c2ccccc2)nc1-c1ccc(F)cc1,-6.9%,i,?,0.8%,i,0.0%,5.2%,-21.3,-52.9%
COc1ccc(Nc2nc(C(=O)N(CCO)Cc3ccccc3)cs2)cc1,?,i,-8.2%,0.6%,i,-28.0%,5.5%,-1.7,1.9%
CNC(=S)NNC(=O)Cc1ccc(O)cc1,-12.5%,i,-0.1%,-1.3%,i,-12.9%,0.1%,-0.9,-0.6%
COc1cccc(C2(O)CC(C(F)(F)F)=NN2C(=O)c2ccccn2)c1 (stereo unspecified),19.1%,i,16.9%,0.3%,i,3.4%,3.3%,2.3,-20.6%
CCCc1ccc(OCC(=O)Nc2sc3c(c2C(=O)OC)CCCCC3)cc1,3.2%,·,-3.0%,·,·,0.1%,0.2%,·,4.5%
COc1cc(OC)cc(-c2nc3n(n2)C(c2ccccc2F)C(C(=O)Nc2cccnc2)=C(C)N3)c1 (stereo unspecified),-9.6%,?,11.0%,·,·,1.7%,3.6%,·,3.6%
O=C(CCN1C(=O)c2ccccc2C1=O)N1CCN(Cc2ccc(Cl)cc2Cl)CC1,-30.1%,i,6.5%,0.2%,i,0.5%,-0.3%,-1.8,-12.0%
COc1ccc(Cn2c(C(=O)O)c(CNCCc3cccs3)c3ccc(C)cc32)cc1,?,31.6µM*,-27.0%,·,·,?,3.2%,·,-31.8%
O=C(CN1C(=O)COc2ccccc21)NCCN1CCc2ccccc2C1,-4.6%,i,0.6%,1.3%,i,10.1%,-0.5%,-8.4,-7.4%
OC(c1cc(F)cc(Cl)c1)c1ncc(-c2ccc3ccccc3c2)[nH]1 (stereo unspecified),·,?,17.8µM*,·,i,·,0.0%,-0.8,-106.2%
O=c1c2ccccc2nc(SCc2ccccc2Cl)n1Cc1ccccc1,-3.5%,i,5.4%,0.4%,i,-2.5%,0.3%,-1.1,-12.6%
O=C(Cn1nc(Cc2cccnc2)c2ccccc2c1=O)Nc1ccc2c(c1)OCO2,-8.5%,i,-2.8%,-0.3%,i,1.9%,0.3%,0.0,-3.1%
COc1ccc(S(=O)(=O)Nc2ccccc2-c2nc3ccccc3[nH]c2=O)cc1,1.4%,i,-29.6%,-0.2%,i,-15.5%,0.3%,1.1,-35.4%
CC1CN(C(=O)CCC(=O)N2CCN(c3cccc(C(F)(F)F)c3)CC2)c2ccccc2O1 (stereo unspecified),?,i,?,1.8%,i,-14.9%,0.0%,-3.6,-51.9%
COc1cc(/C=C(\NC(=O)c2ccccc2)C(=O)NC(C(=O)O)c2ccccc2)cc(OC)c1OC (stereo unspecified),8.8%,i,12.3%,-2.6%,i,-0.4%,0.0%,0.2,9.6%
CC(C)(C)Nc1scc(-c2ccccc2)[n+]1-c1ccccc1,15.0%,i,21.7%,-1.5%,i,6.1%,-0.2%,-0.5,2.9%
COc1ccc(S(=O)(=O)N2CCCOC2CNC(=O)C(=O)NCCCn2ccnc2)cc1 (stereo unspecified),10.0%,i,-15.2%,2.8%,i,-3.0%,0.4%,2.3,-9.7%
Cn1c(=O)oc2cc(S(=O)(=O)N3CCCC(C(=O)NCC4COc5ccccc5O4)C3)ccc21 (stereo unspecified),?,i,-6.1%,0.3%,i,0.4%,2.7%,1.7,-4.4%
COc1cccc(-n2c(SCC(=O)N3CCc4ccccc43)nc3c([nH]c4ccccc43)c2=O)c1,·,i,1.5%,·,·,-1.7%,-0.9%,·,-20.5%
O=C(NCCc1ccc(Cl)cc1)C1CCN(C(=O)c2sccc2-n2cccc2)CC1,-9.1%,i,-23.0%,0.0%,i,-3.4%,2.9%,-12.1,-25.7%
COc1ccccc1N(CC(=O)Nc1cc(C)on1)S(=O)(=O)c1cccc(C(F)(F)F)c1,-15.0%,i,-14.9%,-0.4%,i,-5.6%,-0.2%,-0.3,-3.6%
CCc1nc2ccc(C(=O)N(CC)CCN(C)C)cn2c1N(CC)C(=O)NCCc1ccccc1,·,i,-1.8%,·,·,·,1.5%,0.4,-15.8%
CCOC(=O)N1CCN(C(=O)C2CC(=O)N(c3ccc(C)cc3)C2)CC1 (stereo unspecified),12.9%,i,2.0%,-1.1%,i,-9.6%,-0.6%,-1.4,10.3%
CC(=O)Nc1nc(-c2cccs2)cs1,18.1%,i,7.4%,-1.1%,i,-3.6%,11.4%,1.9,2.4%
C/C(=C(/NC(=O)c1ccccc1)C(=O)O)c1ccco1,7.7%,i,?,0.9%,i,0.8%,-0.6%,-1.6,20.7%
N#C/C(=C\c1cn(Cc2ccc(C#N)cc2)c2ccccc12)C(=O)NCc1cccs1,-1.1%,i,?,-3.0%,i,-0.4%,0.1%,2.3,-33.6%
CN(C)CCCNC(=O)c1cc(C(=O)Cc2ccccc2)c[nH]1,-25.5%,?,-2.2%,-0.1%,i,13.1%,-0.7%,-0.4,-3.5%
O=C(Nc1ccccc1C(=O)N1CCN(CCO)CC1)c1cccc([N+](=O)[O-])c1,0.0%,i,-3.4%,0.2%,i,10.1%,-0.1%,-3.9,-18.2%
COCC(=O)N1C[C@H]2CON(C)[C@H]2C[C@H]1c1ccc(N2CCCCC2)cc1,·,i,-30.9%,·,i,·,-0.3%,-0.1,3.8%
CCOc1ccc(S(=O)(=O)N(C)c2ccc(OCC(=O)Nc3nc(-c4cc(OC)ccc4OC)cs3)cc2)cc1,-13.2%,i,8.4%,?,i,16.4%,0.4%,0.7,13.2%
O=C(CN1CCOCC1)N/N=C/c1ccccc1,4.2%,i,-0.3%,1.4%,i,0.0%,0.4%,-4.5,12.1%
O=S1(=O)N=C(c2ccccc2)C=C(c2ccccc2)N1,-0.9%,i,-9.0%,-4.4%,i,-5.4%,-0.8%,-1.2,-12.0%
C=CCc1ccccc1OCC(O)CN1CCN(Cc2ccc3c(c2)OCO3)CC1 (stereo unspecified),4.1%&6.4%,i,-0.9%&-0.8%,-0.7%&2.4%,i,-0.9%&0.7%,0.5%,0.3&-3.2,-41.2%&-25.3%
CCNC(=S)N1CCN(C(c2ccccc2)c2ccccc2)CC1,25.9µM*,i,-0.8%,1.8%,i,-12.4%,-0.3%,-0.9,-23.2%
CCCCc1ccc(NC(=S)NCc2ccccc2OC)cc1,11.1%,i,-0.5%,-2.9%,i,-0.2%,-0.2%,2.9,1.5%
O=[N+]([O-])c1ccc(Cc2ccc([N+](=O)[O-])cc2)cc1,-14.8%,i,0.0%,·,i,1.1%,-0.3%,-0.6,-10.2%
COc1ccc(-c2cc(C(=O)NCCc3ccc(Cl)cc3)[nH]n2)cc1,?,·,21.7%,·,·,-3.0%,0.6%,·,2.1%
Cc1cc(C(=O)N/N=C/c2c(C)[nH]c3ccccc23)n[nH]1,15.5%,i,0.0%,-2.3%,i,0.3%,0.1%,-0.2,-114.8%

# Reprinted from the results shown, 8 compounds:
SMILES,Nrf2 block,S2 tox,TGFb SMAD3 inh,Mm-Cpn inhibitor,Akt phos inh,A549 tox,Nrf2 activator,CCT chaperon mod,HepG2 tox
O=C(Nc1ccccc1C(=O)N1CCN(CCO)CC1)c1cccc([N+](=O)[O-])c1,0.0%,i,-3.4%,0.2%,i,10.1%,-0.1%,-3.9,-18.2%
COCC(=O)N1C[C@H]2CON(C)[C@H]2C[C@H]1c1ccc(N2CCCCC2)cc1,·,i,-30.9%,·,i,·,-0.3%,-0.1,3.8%
CCOc1ccc(S(=O)(=O)N(C)c2ccc(OCC(=O)Nc3nc(-c4cc(OC)ccc4OC)cs3)cc2)cc1,-13.2%,i,8.4%,?,i,16.4%,0.4%,0.7,13.2%
O=C(CN1CCOCC1)N/N=C/c1ccccc1,4.2%,i,-0.3%,1.4%,i,0.0%,0.4%,-4.5,12.1%
O=S1(=O)N=C(c2ccccc2)C=C(c2ccccc2)N1,-0.9%,i,-9.0%,-4.4%,i,-5.4%,-0.8%,-1.2,-12.0%
C=CCc1ccccc1OCC(O)CN1CCN(Cc2ccc3c(c2)OCO3)CC1 (stereo unspecified),4.1%&6.4%,i,-0.9%&-0.8%,-0.7%&2.4%,i,-0.9%&0.7%,0.5%,0.3&-3.2,-41.2%&-25.3%
CCNC(=S)N1CCN(C(c2ccccc2)c2ccccc2)CC1,25.9µM*,i,-0.8%,1.8%,i,-12.4%,-0.3%,-0.9,-23.2%
CCCCc1ccc(NC(=S)NCc2ccccc2OC)cc1,11.1%,i,-0.5%,-2.9%,i,-0.2%,-0.2%,2.9,1.5%
